APJ agonist: agonists of human apelin receptor APJ, primary screen, CHO-K1 cells, PathHunter beta-arrestin, luminescence. P35414. 0% DMSO wells, 100% apelin. activation, % at 20 µM. actives 0.11% (n = 330,000). AID 2520, 2010;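 active = activation more than six SD over the plate average, tested at 20 µM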;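 also: 0% = DMSO alone and 100% = apelin-13 at 10 nM; some results filed as inactive read as strong as hits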
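Assay system: CHO-K1 cells stably expressing ProLink-tagged human APJ and arrestin–beta-gal acceptor. Compound dosing: 20 µM single point, 1% DMSO. Times: 16-18 h seeding, 90 min dark compound exposure, 60 min detection. Detection: beta-gal luminescence. Evaluation: APJ–arrestin association signal. Controls: negative DMSO alone, positive Apelin-13 at 10 nM.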
UPR XBP1 act: activators of adaptive XBP1 UPR arm, primary screen, cell-based, CHO-XBP1 luciferase reporter, luminescence, uHTS. IRE1-XBP1 UPR activation; percent of tunicamycin response, DMSO as zero. activation, % at 20 µM. actives 0.33% (n = 330,000). AID 463104, 2010;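 active = versus positive control, 20 µM dose yields 30% or more activation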;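 also: 100% = tunicamycin at 10 µg/mL and 0% = DMSO only wells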
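Material: CHO cell line with stable XBP1 luciferase reporter; schedule: 16-18 h cell attachment at 37 °C, then 6 h compound exposure; signal: glow luminescence from Steady-Glo reagent; medium: serum-containing F12 medium, 10% FBS; benchmarks: tunicamycin 10 µg/mL and vehicle-only wells; read-out: percent activation relative to tunicamycin reference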
EBI2 block: EBI2 receptor antagonists, beta-arrestin recruitment, primary screen, cell-based, luminescence, 7a,25-OHC stimulation, uHTS; G-protein coupled receptor 183 (Homo sapiens), P32249; 7a,25-OHC stimulated; actives 0.81% (n = 360,000); AID 651636, 2012; inhibition, % at 5 µM; in the data active = inhibition above about 38%;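 also: enzyme fragment complementation signal reports receptor beta-arrestin coupling in cells; 0% = agonist plus DMSO wells and 100% = wells without agonist; some results beyond the cut were filed as inactive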
Target sequence (P32249 whole entry, looked up, the tested form may be a part): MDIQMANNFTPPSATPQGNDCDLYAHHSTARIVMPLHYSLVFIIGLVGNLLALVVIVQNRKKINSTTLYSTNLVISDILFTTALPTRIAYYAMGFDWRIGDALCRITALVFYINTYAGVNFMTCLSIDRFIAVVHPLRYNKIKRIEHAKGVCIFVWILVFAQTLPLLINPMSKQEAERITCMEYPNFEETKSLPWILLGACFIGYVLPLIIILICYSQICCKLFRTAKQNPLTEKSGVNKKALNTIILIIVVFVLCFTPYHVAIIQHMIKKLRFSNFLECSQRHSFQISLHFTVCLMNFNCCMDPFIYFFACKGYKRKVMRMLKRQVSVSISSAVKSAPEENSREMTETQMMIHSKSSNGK
Mdm2 MdmX PPI: inhibitors of human Mdm2-MdmX association, primary screen, cell-based, luminescence, split luciferase, SaOS-2, uHTS | Protein Mdm4 (Homo sapiens) + E3 ubiquitin-protein ligase Mdm2 (Homo sapiens), … | inhibition, % at 8 µM | SaOS-2 split-luciferase Mdm2/MdmX complementation | actives 3% (n = 330,000);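 active = inhibition of at least 50% at 8 µM in the primary screen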
CHOP UPR activ: activators of apoptotic CHOP UPR arm, primary screen, cell-based, CHO-CHOP luciferase reporter, luminescence, uHTS; UPR activation; percent of tunicamycin response over DMSO baseline; activation, % at 10 µM; actives 0.34% (n = 330,000);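 active = at 10 µM dose, activation of 40% or more, normalized to positive control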;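 also: 100% = tunicamycin at 10 µg/mL and 0% = DMSO alone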
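assay system = CHO CHOP reporter cells | amount = 500 CHO-CHOP cells per well | buffer or medium = F12 with 10% FBS | incubation = 16-18 h cell attachment, then 6 h compound exposure, 37 °C | detection = luminescence read with Steady-Glo | read-out = percent activation relative to tunicamycin control | controls = tunicamycin high control, DMSO low control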
CXCR6 block: CXCR6 receptor inhibitors, primary screen, cell-based, beta-arrestin, luminescence, CHO-K1 PathHunter, 1536-well; inhibition, % at 20 µM; C-X-C chemokine receptor type 6 (Homo sapiens), O00574; actives 0.36% (n = 360,000); in the data active = inhibition above about 34%, passing the limit was not always enough;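 also: antagonist mode with CXCL16 agonist at 10 nM final; 0% = 10 nM CXCL16 with DMSO and 100% = unstimulated wells without agonist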
Target sequence (O00574 whole entry, looked up): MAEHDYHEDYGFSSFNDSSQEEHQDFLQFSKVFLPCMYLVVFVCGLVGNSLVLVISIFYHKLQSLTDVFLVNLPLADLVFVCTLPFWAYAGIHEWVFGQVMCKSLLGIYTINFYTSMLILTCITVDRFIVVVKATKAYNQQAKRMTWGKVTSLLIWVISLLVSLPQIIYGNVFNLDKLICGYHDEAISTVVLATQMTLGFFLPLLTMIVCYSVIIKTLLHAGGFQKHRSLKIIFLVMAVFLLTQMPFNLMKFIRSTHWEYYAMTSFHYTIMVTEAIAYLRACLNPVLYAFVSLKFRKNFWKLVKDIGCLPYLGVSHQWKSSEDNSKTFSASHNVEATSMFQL
APJ antagonist: antagonists of human apelin receptor APJ, primary screen, CHO-K1 cells, beta-arrestin complementation, luminescence; P35414; inhibition, % at 20 µM; actives 0.32% (n = 330,000);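 active = inhibition above about 40% at 20 µM, limit read from the data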;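 also: cells challenged with 10 nM apelin-13 agonist together with compound; plate controls were apelin-13 plus DMSO wells for no effect and DMSO wells lacking apelin-13 for full effect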
tim23-1 inh: growth inhibitors of tim23-1 mutant yeast, primary screen, luminescence, uHTS. actives 1.3% (n = 330,000). inhibition, % at 20 µM. S. cerevisiae tim23-1 growth, BacTiter-Glo luminescence, 24 h. AID 463212, 2010;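 active = growth inhibition of the mutant yeast at or above 50%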;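 also: temperature-sensitive mutant grown at 25 °C; plate controls were DMSO-treated mutant yeast for no effect and medium wells lacking yeast for full effect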
CCR6 antagonist: CCR6 receptor antagonists, primary screen, cell-based, CHO-K1, luminescence, beta-arrestin, uHTS. AID 493098, 2011. CHO-K1 CCR6 PathHunter beta-arrestin, CCL20-stimulated. C-C chemokine receptor type 6 (Homo sapiens), P51684. actives 0.49% (n = 340,000). inhibition, % at 20 µM;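 active = compounds whose inhibition of the agonist-driven luminescence signal at 20 µM reaches about 50%, limit read from the data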;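 also: cells stimulated with CCL20 at 14 nM final; plate controls were DMSO with CCL20 for no effect and DMSO without agonist for full effect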
Target sequence (P51684 whole entry, looked up): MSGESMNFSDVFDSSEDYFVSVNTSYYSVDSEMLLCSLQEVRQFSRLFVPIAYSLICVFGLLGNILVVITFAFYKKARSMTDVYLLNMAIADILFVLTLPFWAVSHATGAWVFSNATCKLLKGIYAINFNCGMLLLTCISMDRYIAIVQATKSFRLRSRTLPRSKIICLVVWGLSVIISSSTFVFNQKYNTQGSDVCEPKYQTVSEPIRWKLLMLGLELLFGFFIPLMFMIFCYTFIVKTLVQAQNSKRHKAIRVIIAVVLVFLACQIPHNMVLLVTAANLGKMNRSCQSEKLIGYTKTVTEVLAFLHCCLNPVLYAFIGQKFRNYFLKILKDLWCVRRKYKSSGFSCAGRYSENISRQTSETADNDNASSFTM
Starred values were filed as active, the others as inactive; x = no result given.

structure | EBI2 block | APJ antagonist | Mdm2 MdmX PPI | CHOP UPR activ | APJ agonist | tim23-1 inh | CCR6 antagonist | UPR XBP1 act | CXCR6 block
Cc1ccc(CNC(=O)CCCc2nc3ccccc3s2)cc1 | 3 | 9 | 3 | 2.4 | 0 | 12 | 1 | -1 | -5
Cc1noc(/C=C/N(C)C)c1S(=O)(=O)N1CCCC(C(=O)Nc2ccc3c(c2)OCO3)C1 (configuration not stated) | -3 | 0 | 31 | 9.2 | 3 | 24 | 13 | 1 | -5
Cn1c(SCC(=O)c2ccccc2)nnc1-c1cnccn1 | -6 | -10 | -45 | 5.4 | 0 | 12 | -25 | 4 | 4
COc1ccccc1NS(=O)(=O)c1ccc2nc(CCl)[nH]c2c1 | -7 | -14 | 14 | 0.0 | -2 | 6 | 2 | 2 | -7
COc1cc(C(=O)OC2CCCCC2=O)cc(OC)c1C (configuration not stated) | -14 | -13 | 10 | 0.7 | -4 | 33 | 2 | -2 | -6
Cc1ccc(CNC(=O)C2CCC(=O)N(CCc3ccccc3)C2)s1 (configuration not stated) | 17 | -11 | 19 | 3.6 | -4 | 13 | -3 | 2 | 0
CSc1nnc(N(CCC#N)CCC#N)s1 | 0 | -6 | 6 | 0.4 | -2 | -3 | 14 | 0 | 5
COc1cc2c(=O)n(Cc3ccccc3)c(=O)n(CC(=O)C(C)(C)C)c2cc1OC | x | -7 | 8 | -0.7 | -2 | 0 | 9 | -2 | x
COc1ccc(-c2[nH]n(-c3ccc([N+](=O)[O-])cc3)c(=O)c2C=NCc2ccccc2)cc1 | 16 | -9 | 32 | 8.6 | -3 | 16 | 11 | 17 | -3
CCOC(=O)c1c(NC(=O)COC(=O)c2cc(OC)c(OC)cc2[N+](=O)[O-])sc(C)c1CC | 4 | 9 | 19 | 1.5 | -4 | -2 | 24 | 3 | 14
COC(=O)c1ccccc1NC(=O)C1CCCN(S(=O)(=O)c2ccccc2)C1 (configuration not stated) | -3 | 19 | 16 | -1.3 | 0 | 39 | 8 | -1 | -5
CCC(=O)NC(Nc1cc(C)ccn1)(C(F)(F)F)C(F)(F)F | -4 | -3 | 4 | -1.5 | -4 | 6 | 7 | 1 | -2
Cc1cc(Cl)ccc1OCC(=O)Nc1nc(-c2cccnc2)cs1 | 8 | -19 | 37 | 0.6 | -5 | -10 | -2 | 2 | -6
COc1ccc(NC(=O)CN(c2ccc(C(C)C)cc2)S(=O)(=O)c2c(C)noc2C)cc1OC | -7 | 5 | 6 | 3.6 | 2 | 8 | -2 | -1 | 0
CC(C)NC(=O)NC(=O)COC(=O)c1ccc([N+](=O)[O-])cc1Cl | -1 | -56 | 3 | 0.1 | 4 | 37 | -29 | -2 | -6
CC(=O)Nc1cccc(NC(=O)CSc2nc(=O)n(Cc3ccncc3)c3c2CCC3)c1 | 16 | 5 | 14 | -0.3 | -3 | -1 | 6 | -6 | 2
CN(C)S(=O)(=O)c1cccc(NC(=O)COC(=O)c2cn(-c3ccccc3)nc2-c2ccccc2)c1 | 26 | -14 | -5 | -0.2 | -3 | 7 | 11 | 0 | -1
COc1ccc(NC(=O)CNc2ccc(C#N)cc2)cc1 | -1 | -7 | 5 | -0.5 | -1 | 10 | -1 | 3 | -7
CN(C)C(=O)c1cc(C(=O)c2ccccc2Br)c[nH]1 | -7 | -6 | 2 | 1.2 | 0 | 2 | 4 | 1 | -1
O=C(Nc1ccc(Br)cc1)Nc1cnccn1 | -14 | -19 | 13 | 3.2 | 4 | 4 | -2 | -7 | -7
CCCCOc1ccc(C(=O)NNC(=O)C2C3CCC(C3)C2C(=O)O)cc1 (configuration not stated) | 2 | 8 | -43 | 3.7 | 2 | 7 | -3 | -1 | 2
Cc1sc2nc(SCc3ccccc3)n(Cc3ccco3)c(=O)c2c1C | -10 | 25 | -3 | -0.8 | -5 | 16 | 24 | -1 | 13
O=C(O)c1cccc(CN2C(=O)SC(Nc3ccccc3)C2=O)c1 (configuration not stated) | 2 | 9 | 0 | 1.4 | -15 | -1 | 9 | 1 | 1
COc1ccc(C2=C(C)CC(C)(C)NC2=O)cc1OC | -3 | 20 | 25 | -0.6 | -3 | 9 | -16 | -4 | 1
Fc1ccccc1CNC(=S)Nc1cccc(C(F)(F)F)c1 | -4 | -5 | -30 | 0.3 | 0 | 47 | 4 | 0 | -8
CCCCN(CCCC)c1cc(C)nc(-c2ccccc2O)n1 | 9 | 10 | 14 | -2.2 | -3 | 3 | 9 | 0 | 3
Cc1c(C=O)c(=O)n(-c2ccccc2)n1C | -3 | -6 | 15 | 0.9 | -2 | 0 | 2 | -1 | 1
CN(C)/C(=N\S(=O)(=O)c1ccc(Cl)cc1)c1ccc(F)cc1 | 11 | 11 | 11 | 3.9 | -2 | 18 | 5 | -6 | 43*
COc1cccc(C2CC(c3cccs3)=NN2S(C)(=O)=O)c1OC (configuration not stated) | -5 | -7 | 2 | -0.7 | -2 | 13 | 9 | -2 | 4
Cc1cccc(C)c1NC(=O)NC1(C(=O)N2CCOCC2)CCCCC1 | 5 | -16 | -19 | 1.6 | -5 | 0 | 6 | 2 | 5

Other compounds:
structure | EBI2 block | APJ antagonist | Mdm2 MdmX PPI | CHOP UPR activ | APJ agonist | tim23-1 inh | CCR6 antagonist | UPR XBP1 act | CXCR6 block
Cc1ccc(C)c(S(=O)(=O)N2CCN(C(=O)CCCc3c[nH]c4ccccc34)CC2)c1 | 60* | -37 | 28 | 1.1 | 1 | 14 | 16 | -2 | 1
O=C(NC(=S)Nc1ccccc1N1CCCCC1)c1ccc(F)cc1 | -4 | 19 | 30 | -0.2 | 5 | 32 | 30 | -1 | 10
Cc1cccc(NS(=O)(=O)c2ccc(Cl)cc2)n1 | 1 | -1 | 9 | -0.1 | -4 | 9 | 10 | -3 | -3
O=C1C2CCCN2C(=S)N1C1CCCCC1 (configuration not stated) | -6 | 9 | 15 | -0.5 | -1 | 28 | -3 | -1 | -10
CS(=O)(=O)NCCOc1ccc(S(=O)(=O)N2CCCc3ccccc32)cc1 | -4 | -4 | 1 | 0.7 | -3 | 17 | -6 | -7 | 6
COc1ccc(/C=N/NC(=O)c2cc(C34CC5CC(CC(C5)C3)C4)[nH]n2)cc1OC | -5 | 20 | 14 | 0.4 | 8 | 38 | -13 | 2 | -3
CCCCC1=CC2=CC(=O)C(C)(O)C(=O)C2=CO1 (configuration not stated) | x | 15 | 17 | 0.2 | 2 | 6 | x | 0 | x
CCN1CCN(C(=O)c2ccc3c(c2)N(Cc2ccccc2F)C(=O)c2ccccc2S3(=O)=O)CC1 | -13 | 10 | 7 | -0.6 | -2 | 7 | 6 | -2 | 3
CCN(CC)S(=O)(=O)c1ccc2c(c1)N(CC(=O)Nc1cccnc1Cl)C(=O)CO2 | -1 | 8 | 17 | 0.1 | -3 | 3 | 1 | -5 | 3
O=C(COC(=O)CNC(=O)c1ccccc1F)Nc1ncc(Cl)cc1Cl | -1 | -49 | -26 | -0.9 | -4 | 6 | 2 | -2 | -2
CC(=O)c1ccc(NC(=O)CCSCCC(=O)Nc2ccc(C(C)=O)cc2)cc1 | 10 | 8 | 0 | -0.5 | -1 | 2 | -9 | 0 | -8
O=C(CCN1CCOCC1)N/N=C/c1cc(Br)cc(Br)c1O | 8 | 10 | 26 | -1.1 | -4 | 63* | 18 | -2 | 9
Clc1ccc(-c2nc(-c3ccccn3)no2)cc1Cl | -32 | 9 | -34 | -6.5 | 0 | 6 | 8 | -9 | -5
CCOc1cc(/C=N/NC(=O)CSc2nncn2C)ccc1OCc1ccccc1 | -11 | -5 | 16 | 3.1 | 4 | 14 | -8 | 0 | -6
CCNc1nc(NCC)n2c(SCC(=O)Nc3ccc(Br)cc3F)nnc2n1 | -3 | 10 | -10 | 1.0 | 1 | 3 | -2 | -1 | -11
CCc1ccccc1NC(=S)N(Cc1ccc(OC)cc1)CC1CCC(C(=O)O)CC1 (configuration not stated) | -3 | 4 | 19 | -0.6 | -2 | 3 | 4 | -6 | -7
COc1ccc(NC(=O)/C=C/c2ccc(C)o2)cc1S(=O)(=O)N1CCOCC1 | 0 | -12 | 15 | 1.6 | -1 | 12 | 1 | 0 | -13
Cc1nc(CS(=O)c2ccccc2)cc(N2CCOCC2)n1 (configuration not stated) | -2 | -6 | 10 | 1.3 | 0 | 14 | -6 | 2 | -16

Quoted at random: 7 records from the list, in no set order.
structure | EBI2 block | APJ antagonist | Mdm2 MdmX PPI | CHOP UPR activ | APJ agonist | tim23-1 inh | CCR6 antagonist | UPR XBP1 act | CXCR6 block
CCOc1cc(/C=N/NC(=O)CSc2nncn2C)ccc1OCc1ccccc1 | -11 | -5 | 16 | 3.1 | 4 | 14 | -8 | 0 | -6
COc1ccc(NC(=O)/C=C/c2ccc(C)o2)cc1S(=O)(=O)N1CCOCC1 | 0 | -12 | 15 | 1.6 | -1 | 12 | 1 | 0 | -13
CCN(CC)S(=O)(=O)c1ccc2c(c1)N(CC(=O)Nc1cccnc1Cl)C(=O)CO2 | -1 | 8 | 17 | 0.1 | -3 | 3 | 1 | -5 | 3
O=C1C2CCCN2C(=S)N1C1CCCCC1 (configuration not stated) | -6 | 9 | 15 | -0.5 | -1 | 28 | -3 | -1 | -10
Cc1cccc(NS(=O)(=O)c2ccc(Cl)cc2)n1 | 1 | -1 | 9 | -0.1 | -4 | 9 | 10 | -3 | -3
O=C(NC(=S)Nc1ccccc1N1CCCCC1)c1ccc(F)cc1 | -4 | 19 | 30 | -0.2 | 5 | 32 | 30 | -1 | 10
Clc1ccc(-c2nc(-c3ccccn3)no2)cc1Cl | -32 | 9 | -34 | -6.5 | 0 | 6 | 8 | -9 | -5

3 structures out of the list, sorted by length of the SMILES, lowest first:
structure | EBI2 block | APJ antagonist | Mdm2 MdmX PPI | CHOP UPR activ | APJ agonist | tim23-1 inh | CCR6 antagonist | UPR XBP1 act | CXCR6 block
Cc1cccc(NS(=O)(=O)c2ccc(Cl)cc2)n1 | 1 | -1 | 9 | -0.1 | -4 | 9 | 10 | -3 | -3
O=C(NC(=S)Nc1ccccc1N1CCCCC1)c1ccc(F)cc1 | -4 | 19 | 30 | -0.2 | 5 | 32 | 30 | -1 | 10
CS(=O)(=O)NCCOc1ccc(S(=O)(=O)N2CCCc3ccccc32)cc1 | -4 | -4 | 1 | 0.7 | -3 | 17 | -6 | -7 | 6

From PubChem

An excerpt; the hit share may differ from the screen's.
